Apoferritin bind: candidate novel general anesthetic via apoferritin binding; 350,000 tested, 0.074% active; Potency, µM (titrated, usually from 77.5 µM), without a hit: top-dose activity change, negative = displacement, most hits filed as inhibitors; AID 485281; apoferritin/1-aminoanthracene competitive binding, fluorescence; also: potency is read from the fitted curve at half-maximal effect; % is scaled to controls: 0 for no effect and ±100 for the full control effect; nearly all actives have a fitted effect of over 20% in size
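10 uM apoferritin + 50% sat. 1-AMA, PBS; cpd 10 min RT; Ex380/Em535 endpoint; normalized to free probe vs complex; 4-param Hill fit; propofol titration as pos. ctrl.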
APE1 inh: inhibitors of human APE1 endonuclease | P27695 | recombinant APE1, TAMRA/BHQ-2 abasic DNA cleavage fluorescence | Potency, µM (titrated, usually from 65.8 µM), for the others: at the highest dose activity change, negative = inhibition, most hits filed as inhibitors | 350,000 tested, 0.35% active;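 also: potency is read from the fitted curve at half-maximal effect; plate controls were vehicle for no effect and reference inhibitor for full effect; nearly all actives have a fitted effect of over 55% in size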
Target sequence (P27695 whole entry, looked up): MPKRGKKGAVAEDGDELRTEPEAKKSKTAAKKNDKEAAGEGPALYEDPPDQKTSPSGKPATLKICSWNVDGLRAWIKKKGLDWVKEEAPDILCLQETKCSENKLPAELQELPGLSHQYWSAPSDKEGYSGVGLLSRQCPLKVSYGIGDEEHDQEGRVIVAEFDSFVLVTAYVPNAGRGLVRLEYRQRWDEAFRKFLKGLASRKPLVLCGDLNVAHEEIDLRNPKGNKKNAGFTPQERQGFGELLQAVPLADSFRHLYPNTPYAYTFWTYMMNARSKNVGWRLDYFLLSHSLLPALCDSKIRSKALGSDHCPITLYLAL
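APE1 at 0.75 nM preincubated 15 min at room temperature with compound. Reaction then started with 50 nM double-stranded THF-abasic substrate labelled with TAMRA/BHQ-2, and 525/598 nm fluorescence read kinetically. Activity taken as third-minus-first read difference, normalized to DMSO and NSC13755 controls.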
12-LOX inh: blocks human arachidonate 12S-lipoxygenase | P18054 | purified 12hLO, xylenol orange hydroperoxide absorbance | Potency, µM (doses to about 108 µM), for inactives: top-dose activity change, negative = inhibition, usual class: inhibitors | 580,000 tested, 1.1% active | AID 1671190; also: potency is read from the fitted curve at half-maximal effect; % is scaled to controls: 0 for no effect and ±100 for the full control effect
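Purified human 12hLO at 150 nM in 25 mM Hepes, 0.01% Triton X-100, pH 7.0, preincubated 15 min at room temperature with compound. Reaction started with 40 uM arachidonic acid, 30 min at room temperature. Hydroperoxide measured by Fe-xylenol orange, 573/405 nm absorbance ratio.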
Pol eta inh: inhibitors of human DNA polymerase eta. 390,000 tested, 1.2% active. Q9Y253. Potency, µM (doses to about 114 µM), for the others: at the highest dose activity change, negative = inhibition, most hits filed as inhibitors. recombinant Pol eta, fluorescent DNA replication assay; also: potency is read from the fitted curve at half-maximal effect; % is scaled to controls: 0 for no effect and ±100 for the full control effect
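Pol eta (10 nM) was preincubated with compounds for 15 min at room temperature, after which fluorescent replication substrate (50 nM final) was added to start the reaction. Fluorescence was read kinetically at 0 and 10 min.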
ERG-DNA inh: blocks human ERG Ets domain binding to DNA; P11308; fluorescence polarization, His-ERG Ets domain / labelled DNA; Potency, µM (doses to about 76.9 µM), for inactives: at the top dose FP activity, negative = inhibition, usual class: inhibitors; 370,000 tested, 0.028% active; AID 624246; active = well fitted inhibition curve with a large enough effect in the polarisation, with a control signal flat; inconclusive = small, poorly fitted or top-dose-only effect, or effect the other way, or a change in a side signal; inactive = no such curve, though single readings can be large or run the other way; the % refers to the polarisation;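 also: polarization taken with two DNA probes labelled with fluorescein and Texas red; potency is read from the fitted curve at half-maximal effect; % of control where 0% means no effect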
Target sequence (P11308 whole entry, looked up, the tested form may be a part): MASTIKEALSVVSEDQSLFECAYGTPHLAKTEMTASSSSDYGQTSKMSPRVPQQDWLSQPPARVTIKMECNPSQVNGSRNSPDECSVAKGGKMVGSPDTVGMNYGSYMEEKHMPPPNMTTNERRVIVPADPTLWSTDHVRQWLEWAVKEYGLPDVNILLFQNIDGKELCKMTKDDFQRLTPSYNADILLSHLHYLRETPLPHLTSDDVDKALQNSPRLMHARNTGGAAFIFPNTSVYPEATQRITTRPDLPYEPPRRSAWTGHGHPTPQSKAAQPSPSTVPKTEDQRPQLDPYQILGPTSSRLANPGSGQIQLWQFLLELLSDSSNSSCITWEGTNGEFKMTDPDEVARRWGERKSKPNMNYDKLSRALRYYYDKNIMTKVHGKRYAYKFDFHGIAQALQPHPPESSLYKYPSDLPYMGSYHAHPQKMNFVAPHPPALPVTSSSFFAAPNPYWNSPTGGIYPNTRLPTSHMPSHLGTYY
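His-tagged ERG Ets domain (1 uM in the protein solution; 300mM KCl, 50mM Tris-HCl, 1mM EDTA, 1mM DTT, pH 7.5) received compound, then a probe mix of 5 nM fluorescein-DNA and 100nM Texas-615-DNA. Fluorescence polarization was read for both dyes.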
LDHA inh: blocks human lactate dehydrogenase A; P00338; purified LDHA, NADH/diaphorase-resazurin fluorescence; active compounds read low; 480,000 tested, 0.15% active; activity change, % (values are at about 110 or 230 µM); AID 1347041; in the data active = activity change below about -30%; inconclusive = mostly about -25% to -30%;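 also: plate controls were DMSO wells for no effect and wells without enzyme for full effect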
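Resorufin fluorescence (ex540/em590), read at 0 and 20 min after diaphorase/resazurin addition, reports the NADH left after a 5 min room-temperature reaction of 2 nM human LDH5 with 0.06 mM NADH and 0.2 mM pyruvate.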
RGS4 inh: human RGS4 inhibition | 390,000 tested, 0.039% active | Transcreener GDP fluorescence polarization, RGS4-accelerated GTP hydrolysis | Potency, µM (series often up to 114 µM), for the others: top-dose activity change, negative = inhibition, most hits filed as inhibitors | AID 504845; also: potency is read from the fitted curve at half-maximal effect; % is scaled to controls: 0 for no effect and ±100 for the full control effect; nearly all actives have a fitted effect of over 75% in size; some results filed as inactive show a strong effect at the top dose
Target sequence (P49798 whole entry, looked up): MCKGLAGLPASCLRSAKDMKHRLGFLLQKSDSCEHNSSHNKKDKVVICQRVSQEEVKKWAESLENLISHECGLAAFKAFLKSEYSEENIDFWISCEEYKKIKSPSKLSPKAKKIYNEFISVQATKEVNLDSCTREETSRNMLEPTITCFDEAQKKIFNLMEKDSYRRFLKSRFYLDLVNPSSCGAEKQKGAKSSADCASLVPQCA
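MLSMR compounds (23 nl, pin-transferred) preincubated 10 min at room temperature with a 500nM (2x) first reagent, then RGS4 at 900nM (2x) plus Transcreener GDP mix added; fluorescence polarization (620/688 nm) read before and after 90 min at 30 °C.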
POLB inh: blocks human DNA polymerase beta activity | Potency, µM (doses to about 114 µM), for inactives: top-dose activity change, negative = inhibition, actives largely listed as inhibitors | 340,000 tested, 1.3% active | Pol beta primer extension/strand displacement, fluorescence kinetic; also: potency is read from the fitted curve at half-maximal effect; % is scaled to controls: 0 for no effect and ±100 for the full control effect
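Enzyme-only controls used 10 nM Pol beta; buffer lacking enzyme served as negative control. Compound preincubated 15 min, then 50 nM substrate added; 0 and 10 min reads at room temperature.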
Pol kappa inh: DNA polymerase kappa (human) inhibition; purified Pol kappa, fluorescent DNA synthesis assay, 10 min; Potency, µM (doses to about 107 µM), inactives show at the top dose activity, negative = inhibition, usual class: inhibitors; 400,000 tested, 0.53% active; AID 588579; also: potency is read from the fitted curve at half-maximal effect; % is scaled to controls: 0 for no effect and ±100 for the full control effect
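50 nM final substrate added after 15 min RT preincubation of 10 nM Pol kappa with compound; fluorescence read at 0 and 10 min.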
* hit, by the source's call; ? = inconclusive; · = no result given; & = joins results of further samples; [ ] = remark or other dose. Unless noted, calls follow the shape of the dose curve; as a rule, active = well fitted curve in the direction sought with a large enough effect; inconclusive = small, poorly fitted or top-dose-only effect, or another doubt; inactive = no such curve, though single readings can be large; an effect the other way counts as inactive or inconclusive. An excerpt; count on the stated rates, not on these rows.

SMILES	Apoferritin bind	APE1 inh	12-LOX inh	Pol eta inh	ERG-DNA inh	LDHA inh	RGS4 inh	POLB inh	Pol kappa inh
COc1ccc(/C(C)=N/N2C(C)CCCC2C)c(OC)c1 (centres undefined)	-3%	-17%	0%	-7%	4%	5	1%	24%	-2%
CC(C)(C)C(=O)NC1(C(F)(F)F)C(=O)Nc2c1c(=O)[nH]c(=O)n2Cc1ccco1 (centres undefined)	-7%	-12%	26%	6%	1%	-2	-38%	2%	-6%
COCCN(C(=O)COC(=O)c1ccc(C)s1)c1c(N)n(Cc2ccccc2)c(=O)[nH]c1=O	·	-14%	9%	-9%	11%	-6	16%	·	-3%
COCc1cc(C)n(CC(=O)Nc2cccc(C(C)=O)c2)c(=O)c1C#N	-7%	·	-16%	5%	-9%	1	-4%	29%	9%
CCC1CCCCN1S(=O)(=O)c1cc(C(=O)Nc2ccc(C)c(F)c2)ccc1F (centres undefined)	-3%	·	?	-13%	1%	-1	12%	19%	-8%[60.1 µM]
Cc1ccc(SCC(=O)Nc2cc([N+](=O)[O-])ccc2O)cc1	-14%	4%	-3%	-13%	9%	-2	-26%	-12%	-1%
Cc1cc(C)n(-c2nc3sc4c(c3c3nnc(SCC(N)=O)n23)CC(C)(C)OC4)n1	-4%	4%	-5%	-9%	-5%	-2	28%	1%	-21%
O=C(NCCc1ccccc1)C1CCN(Cc2cccc3ccccc23)CC1	-5%	22%	?	-16%	-2%	-7	1%	2%	-13%
COc1ccc(NC(=O)Nc2nnc(N3CCCC3)s2)cc1	-10%	·	-19%	-8%	-2%	-3	3%	-6%	1%
CC(C)Oc1ccc(CCNC(=O)C2CCC(=O)N(Cc3cccc(F)c3)C2)cc1 (centres undefined)	-18%	56%[activator]	?	?	7%	1	-23%	3%	-2%
COc1cc(OC)cc(C(=O)OC(C)C(=O)NC2CCCc3ccccc32)c1 (centres undefined)	·	-3%	16%	-15%	10%	-4	-10%	·	-8%
CC(C)CC1(C)NC(=O)N(CC(=O)Nc2ccc(F)c(F)c2F)C1=O (centres undefined)	·	49%[activator]	-12%	-17%	5%	-6	9%	·	-7%
CCN(CC(=O)NCc1cccs1)C(=O)c1ccc([N+](=O)[O-])o1	·	29%	-11%	-9%	2%	-1	18%	·	-19%
CN1CCc2c(C#N)c(N3CCCCC3)nc(N3CCOCC3)c2C1	·	·	·	5%	5%	-9	11%	·	-9%
COc1ccc(CCNC(=O)CSc2ccccn2)cc1OC	-7%	-5%	3%	-8%	1%	-10	-2%	-22%	-3%
CCOC(CNC(=O)CN1C(=O)COc2ccc(S(=O)(=O)N3CCOCC3)cc21)OCC	-5%	-5%	8%	-9%	5%	1	-14%[56.9 µM]	0%	14%
COc1ccc(OCc2cc(C(=O)N3CCCC(OC)C3)no2)c2ccccc12 (centres undefined)	?	-18%	4%	-1%	-10%	22	23%	-1%	-3%
CCOc1cc(/C=C2\CCn3c2nc2cc(Cl)ccc2c3=O)ccc1O	-6%	28%	-14%	-25%	-13%	-1	-24%	?	5%
Cc1ccc(S(=O)(=O)N2CCC(C(=O)C3C(=O)CCCC3=O)CC2)cc1	-1%	-2%	-3%	-15%	-3%	-5	22%	-13%	6%
COc1cc(Cn2c(N)c(C#N)c3nc4ccccc4nc32)cc(OC)c1	268%[activator]	12%	0%	?	-15%	3	20%[11.4 µM]	10%	-6%
COc1ccc(NC(=O)c2c(NC(=O)c3ccc(Br)cc3)sc3c2CCCC3)cc1	-4%	·	-31%	-25%	6%	2	-45%	1%	6%
COc1ccc(CCNC(=O)c2ccc(-c3ccc([N+](=O)[O-])cc3)o2)cc1OC	-2%	6%	3%	-4%	-9%	-9	?	10%	-12%
COc1ccc(CN(C(=O)CNC(=O)c2ccco2)C(C(=O)NCC2CCCO2)c2ccc(OC)c(OC)c2)cc1 (centres undefined)	7%	10%	12%	-11%	-14%	-3	-21%	33%	-13%
COc1cccc(C(=O)N2N=C(c3ccccc3)CC2(O)C(F)(F)F)c1 (centres undefined)	-18%	5%	2%	-18%	·	-20	-19%	0%	-8%
COc1ccc(NC(=O)CSc2nccn2Cc2ccc(F)cc2)cc1	-9%	6%	0%	-2%	9%	-11	24%	26%	-6%
CC(C)(C)c1ccc(C(=O)N2CCC(C(=O)c3ccccc3)CC2)cc1	?	-23%	·	-13%	-17%	-4	9%	-13%	-12%
COc1cc(C(O)C(=O)O)ccc1O (centres undefined)	·	-4%&1%&1%	-14%&-2%&59%	-14%	4%	-12	6%[56.9 µM]	-11%[57.1 µM]	7%[60.1 µM]
O=C(CN1CCN(Cc2ccc3c(c2)OCO3)CC1)c1c[nH]c2ccccc12	-18%	0%	?	-18%	-1%	-3	-17%	9%	6%
COc1ccc(N(C(=O)c2cnccn2)C(C(=O)NC2CCCCC2)c2ccc(O)cc2)cc1 (centres undefined)	-11%	-2%	?	-18%	-8%	2	2%	?	1%
COc1ccc(-c2nnc(SCC(=O)NCc3cccs3)n2CC(C)C)cc1	-11%	23%	58%	-7%	-5%	-5	-10%	19%	-10%
O=C(NC(=S)Nc1cc([N+](=O)[O-])ccc1O)C1CC1	-14%	40%	0%	-12%	-3%	43	-17%	-4%	-4%
COc1ccc(C(C)NC(=O)Cc2cccs2)cc1OC (centres undefined)	-4%	-19%	21%	?	-2%	0	-8%	-2%	-17%
Cc1ccc(-c2cc(C(=O)NCCCN3CCCC3)c3ccccc3n2)cc1C	0%	-15%	?	-16%	12%	1&9	-6%	14%	7%
Cc1sc2nc(SCc3ccccc3)n(Cc3ccco3)c(=O)c2c1C	-3%	3%	2%	-16%	-5%	-7	-7%	26%	-2%
Fc1cccc(Cc2noc(CN3CCCCC3c3ccccn3)n2)c1 (centres undefined)	-11%	21%	13%	-17%	-1%	-9	-12%	-2%	-8%
CCOC(=O)c1ccc(-c2ccc(/C=N/NC(=O)CN(c3ccccc3Cl)S(C)(=O)=O)o2)cc1	-2%	-1%	17%	-22%	-2%	-4	-14%	11%	-1%
Cc1ccc(NC(=O)CN2C(=O)C(C)Oc3ccccc32)nc1 (centres undefined)	-8%	2%	13%	-11%	-6%	5	-3%	12%	-9%
Cc1cc(C)cc(N2CCn3c2nc2c3c(=O)n(C/C=C/c3ccccc3)c(=O)n2C)c1	13%	·	-11%	-20%	6%	1	10%	2%	0%
CCCOC(=O)c1ccc(-c2c(C)noc2-c2ccc(OC)cc2O)o1	-11%	4%	?	-15%	-5%	-1	-3%	-16%	-11%
CCn1c(=S)sc2c(=O)n(CC(=O)Nc3cccc(OC)c3)c(C)nc21	-1%	18%	-22%	-11%	5%	-1	-4%[56.9 µM]	0%	1%
CC(C)(C)NCC(=Cc1ccccc1)C(=O)c1ccccc1	·	·	?	-5%	12%	-2	-40%	·	-19%
CCC(=O)NC(=S)Nc1ccc(NC(=O)c2ccc([N+](=O)[O-])cc2)cc1	-7%	-1%	6%	-16%	-6%	-2	-38%	-3%	-2%
CCOc1ccc(NC(=O)c2cc(S(=O)(=O)N3CCC(C)CC3)cn2C)cc1	-1%	·	-17%	1%	0%	-1	-21%	6%	-3%[60.1 µM]
COc1cccc(-n2c(CCn3nc(C)c([N+](=O)[O-])c3C)n[nH]c2=S)c1	-11%	-1%	2%	?	2%	0	24%	10%	-19%
C/C(=N\NC(=O)CNc1cccc(C(F)(F)F)c1)c1ccc(Br)cc1	?	17%	20%	-20%	13%	5	-6%	29%	0%
CC1CCCC(C(=O)O)N1C(=O)CCSSCCC(=O)N1C(C)CCCC1C(=O)O (centres undefined)	-12%	-2%	-56%	?	7%	-4	-29%	0%	-4%
Cc1cc(C(=O)Nc2cccc(S(=O)(=O)N3CCOCC3)c2)c2ccccc2n1	·	-6%	0%	-2%	7%	-5	-3%	·	-14%
CCOc1ccc(C2CC(=O)n3nc(-c4ccc(C)cc4)nc3S2)cc1 (centres undefined)	2%	·	-12%	-2%	0%	-9	-23%	22%	2%

Ordered by formula weight (lowest first): part of the list above
SMILES	Apoferritin bind	APE1 inh	12-LOX inh	Pol eta inh	ERG-DNA inh	LDHA inh	RGS4 inh	POLB inh	Pol kappa inh
CC(C)(C)NCC(=Cc1ccccc1)C(=O)c1ccccc1	·	·	?	-5%	12%	-2	-40%	·	-19%
COc1cccc(-n2c(CCn3nc(C)c([N+](=O)[O-])c3C)n[nH]c2=S)c1	-11%	-1%	2%	?	2%	0	24%	10%	-19%
Cc1cc(C)cc(N2CCn3c2nc2c3c(=O)n(C/C=C/c3ccccc3)c(=O)n2C)c1	13%	·	-11%	-20%	6%	1	10%	2%	0%
CC1CCCC(C(=O)O)N1C(=O)CCSSCCC(=O)N1C(C)CCCC1C(=O)O (centres undefined)	-12%	-2%	-56%	?	7%	-4	-29%	0%	-4%

The list continues:
SMILES	Apoferritin bind	APE1 inh	12-LOX inh	Pol eta inh	ERG-DNA inh	LDHA inh	RGS4 inh	POLB inh	Pol kappa inh
Cc1cc(C(F)(F)F)n2nc(-c3cnn(C)c3C(F)(F)F)c(Cl)c2n1	?	-4%	-19%	-17%	-8%	0	-15%	12%	-4%
O=C(Cn1cnc2c(OCc3ccccc3)ncnc21)NCCCn1ccnc1	·	27%	1%	-15%	9%	-2	-23%	·	4%
CCOc1ccc(S(=O)(=O)N2Cc3ccccc3CC2C(=O)NCCCn2ccnc2)cc1 (centres undefined)	-18%	18%	0%	-6%	0%	0	-31%	18%	7%
COc1ccc(Cl)cc1C(=O)N1CCC2(CC1)CC(=O)c1ccccc1O2	·	6%	?	-18%	-4%	-3	25%	·	-21%

Assay outcomes (PubChem BioAssay)
